Assay outcomes deposited in PubChem by Broad Institute.
SR-BI DiI inh = mouse SR-BI HDL lipid transfer inhibition | inhibition, % at 12.5 µM | 320,000 compounds, 0.96% hits | ldlA[mSR-BI] CHO cells, DiI-HDL uptake fluorescence, 3 h;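 active = mean replicate inhibition of at least 70% and a set share of replicates each scoring 70 or more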;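 note: 0% = median of neutral control wells and 100% = median of positive control wells; values of inactives mirror those of a sister screen read the other way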
MITF TRPM1 HTS = increases MITF-driven TRPM1 promoter luciferase signal; SK-MEL-5 TRPM1-promoter luciferase, 24 h; % of positive control, neutral wells = 0; activation, % at 12.5 µM; 300,000 compounds, 0.75% hits; AID 588334;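 active = mean activation of at least 80% with every replicate also reaching 80%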;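 note: 0% = neutral control wells and 100% = parthenolide positive control wells; values of inactives mirror those of a sister screen read the other way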
CAL PDZ FP-1 = blocks peptide binding to human CAL PDZ domain | 330,000 compounds, 0.02% hits | AID 504414 | purified CAL PDZ, TMR-peptide fluorescence polarization, 1 h | Q9HD26 | inhibition, % at 20 µM;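 active = highest replicate inhibition of at least 40%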;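 note: plate controls were DMSO neutral control wells for no effect and unlabeled competitor peptide control wells for full effect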
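Assay system – tagged CAL PDZ protein CerCALP, purified · Timing – 1 h at RT · Compound – single point, 20 µM · Measured by – fluorescence polarization from S- and P-plane intensities, G-factor corrected · Evaluation – inhibition from polarization loss · Probe or stimulus – TMR reporter peptide T*-PRC34 · Buffer or medium – pH 7.4 phosphate-saline buffer, reducing agent, detergent, IgG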
PfHsp90 set2 = inhibits growth of yeast expressing Plasmodium falciparum Hsp90; inhibition, % at 9.4 µM; 310,000 compounds, 0.32% hits; S. cerevisiae expressing PfHsp90, BacTiter-Glo ATP, 48 h; yeast lacking PDR1 and PDR3 efflux regulators;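 active = every replicate shows inhibition above about 80%, whatever the replicate mean, limit read from the data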;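 note: 0% = DMSO neutral controls and 100% = 20 µM radicicol positive controls; yeast relying on Plasmodium falciparum Hsp90 in place of its own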
SR-BI DiI-HDL act = SR-BI HDL lipid transfer activation | CHO ldlA[mSR-BI] cells, DiI-HDL uptake fluorescence, 3 h; 100 = double the neutral-control signal | activation, % at 12.5 µM | 320,000 compounds, 0.096% hits | AID 504775;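 active = mean replicate activation of at least 60% and every replicate at or above 60%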;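 note: 0% = median plate neutral-control signal and 100% = twice that signal; values of inactives mirror those of a sister screen read the other way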
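Test system: SR-BI-overexpressing, LDLR-lacking CHO cells. Measured by: DiI fluorescence, bottom read. Medium: Ham's F12 with 0.5% BSA, HEPES 25 mM, pH 7.4. Timing: 3 h uptake period with compound, 37 °C.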
dFosB act = mouse delta FosB homodimer activation; P13346; purified delta FosB, TAMRA-CDK5 oligo fluorescence polarization; percent of positive-control signal above neutral wells; activation, % at 25 µM; 340,000 compounds, 0.99% hits; AID 493131;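 active = mean activation above about 17%, with every replicate also reaching it, limit read from the data, passing the limit was not always enough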;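 note: fluorescence polarization rise as delta FosB binds a TAMRA Cdk5 AP-1 oligo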
CAL PDZ FP-2 = inhibitors of human CAL PDZ peptide binding | Q9HD26 | purified CAL PDZ, TMR-peptide fluorescence polarization, 1 h | inhibition, % at 24.9 µM | 300,000 compounds, 0.92% hits | AID 602252;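 active = mean inhibition of at least 30% with at least half of replicates also reaching 30%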;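 note: 0% = DMSO neutral control and 100% = excess unlabeled competitor peptide PRC23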
NSD2 HMT inh = blocks human histone methyltransferase NSD2; NSD2 peptide methylation, AlphaScreen, 120 min; inhibition, % at 12.5 µM; 310,000 compounds, 0.54% hits; O96028; in the data active = inhibition above about 50%
PvdQ acylase = P. aeruginosa PvdQ acylase inhibition; inhibition, % at 10 µM; purified PvdQ acylase, fluorescence plate reader; 340,000 compounds, 0.063% hits; AID 488965; in the data active = inhibition above about 30%, passing the limit was not always enough;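 note: 0% = vehicle neutral wells and 100% = reference inhibitor wells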
Rtt109 Vps75 = C. albicans Rtt109 histone acetyltransferase inhibition; Q5AAJ8; purified Rtt109/Vps75, ThioGlo CoA-SH fluorescence, 4 h; inhibition, % at 34.9 µM; 330,000 compounds, 0.16% hits; AID 540336;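 active = inhibition of at least 50% in every replicate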
* marks the source's active call; other numbers are inactive results; . = not tested or not shown; & = joins results of further samples.

SMILES	SR-BI DiI inh	MITF TRPM1 HTS	CAL PDZ FP-1	PfHsp90 set2	SR-BI DiI-HDL act	dFosB act	CAL PDZ FP-2	NSD2 HMT inh	PvdQ acylase	Rtt109 Vps75
CCOc1ccc(NC(=O)CC2C(=O)Nc3ccccc3N2C(=O)c2ccccc2)cc1 (configuration not stated)	-22	6	0.3	.	22	-2	3	0	-1	8
COc1ccc(OC)c(-c2csc(N(Cc3ccco3)C(=O)c3ccco3)n2)c1	64	-8	-1.0	-21	-64	-3	4	-4	-9	-8
CC(C)(C)c1cc(CCC(=O)NNC(=S)NC(=O)c2ccccc2)cc(C(C)(C)C)c1O	71*	-34	-0.7	-1	-71	-13	-7	.	-7	.
O=C(NCCc1csc(-c2ccccc2)n1)c1c(F)cccc1Cl	5	14	-2.6	5	-5	-9	-2	-1	-7	1
CCCCCCSc1ccc([C@H]2N[C@@](CC(C)C)(C(=O)OC)[C@H]3C(=O)N(C)C(=O)[C@@H]23)cc1	41	11	-0.3	-17	-41	-1	-4	.	0	1
COc1ccc(N(CC(=O)NCCC2=CCCCC2)S(=O)(=O)c2c(C)[nH]c(=O)[nH]c2=O)cc1	.	-2	0.9	9	.	1	4	.	5	-7
Cc1ccc(-n2nnnc2SCC(=O)NNC(=O)c2ccco2)c(C)c1	1	-7	-0.5	-13	-1	-3	-4	-3	-6	2
COc1ccc(CCNC(=O)C(NC(=O)OCc2ccccc2)C(C)C)cc1OC (configuration not stated)	22	-9	-1.2	4	-22	-3	-10	-2	0	1
Cc1cc(=O)oc2c3c(ccc12)OC/C3=N/N	.	-12	-0.9	-15	.	-6	-2	3	-22	-19
COc1ccc2oc(C(=O)OC(C)C(=O)NC3(C#N)CCCCC3)c(C)c2c1 (configuration not stated)	37	4	-0.3	22	-37	-12	-1	-5	-15	1
COc1cc(CN(C2CCCCC2C)S(=O)(=O)c2ccc(S(=O)(=O)NC3CC3)cc2)cc(OC)c1OC (configuration not stated)	0	2	-0.9	-33	0	0	-3	-2	-3	5
Cc1ccc(NC(=O)C2CC(=O)N(CCc3ccccc3)C2)cc1Cl (configuration not stated)	3	-3	-2.7	0	.	-3	80*	-2	-15	2
COc1ccc(C(=O)COC(=O)c2cncc(Br)c2)cc1	-13	15	0.2	-10	13	-12	.	0	-5	-9
CN(CC(=O)NCc1ccncc1)S(=O)(=O)c1ccc(Br)cc1	-5	0	-0.4	-1	5	5	2	1	-9	-10
O=C(O)C1CC1c1ccc(Br)cc1 (configuration not stated)	-6	12	0.8	-16	6	9	-4	3	-6	6
COc1ccc(S(=O)(=O)N2CCC(C(=O)Nc3nccs3)CC2)cc1	-1	4	-1.4	0	1	-7	7	-5	-6	-3
CC1CCN(C(=O)COC(=O)c2cccc(S(=O)(=O)N(C)c3ccccc3)c2)CC1	27	9	-1.3	.	-27	-9	4	-2	-3	1
Cc1cc(=O)[nH]c(SCC(=O)N2CCN(C(c3ccccc3)c3ccccc3)CC2)n1	-6	16	0.6	43	6	3	-3	-2	2	12
CC1CCC(NC(=O)C2CCN(S(=O)(=O)c3cccc4nonc34)CC2)CC1 (configuration not stated)	-10	4	0.2	4	10	5	-10	-2	-5	-6
COc1cc(C(CCN2CCN(c3ccccc3)CC2)c2c(OC)cc(OC)c3c(C)cc(=O)oc23)cc(OC)c1OC (configuration not stated)	-15	-12	-0.1	.	15	-1	-3	.	0	12
NCCCC[C@@H](C(=O)N1CCNCC1)n1cc([C@@H](N)CO)nn1	-5	8	0.6	-17	5	2	-2	.	-11	-27
O=C(CNC(=O)C(c1ccccc1)c1ccccc1)N/N=C/c1ccc(O)cc1O	.	-38	-0.4	19	.	-5	-2	0	-1	-10
O=C(NCCC1=CCCCC1)C1CCCN(S(=O)(=O)c2cccnc2)C1 (configuration not stated)	-6	.	0.1	.	6	-2	.	.	-7	1
COc1ccc(N2CCN(C(=O)CSc3nnc4nc(C)cc(C)n34)CC2)cc1	6	-4	-1.2	-35	-6	-4	26	-10	-12	0
Cc1cc(=O)[nH]c(SCC(=O)C23CC4CC(CC(C4)C2)C3)c1C#N	.	.	18	23	.	5	0	-3	-19	-7
COc1ccc(S(=O)(=O)N(CCc2ccccc2)CC(=O)N2CCOCC2)cc1	-17	.	-0.6	8	17	-11	-4	.	1	4
CCOC(=O)c1c(CN2CCN(CC#N)CC2)n(C)c2cc(Br)c(OC)cc12	17	-1	-2.5	4	-17	-6	-7	.	-15	-15
O=C(Nc1cc(S(=O)(=O)N2CCCCC2)ccc1Cl)c1ccccc1NS(=O)(=O)c1ccc(F)cc1	13	-16	-0.1	-24	-13	-16	27	15	-22	-2
CCOC(=O)N1CCN(Cc2c(O)ccc3ccccc23)CC1	13	0	0.0	0	-13	-8	-7	-1	-17	133*
O=C(Nc1nnc(C2CC2)s1)c1ccccn1	-1	7	1.1	-3	1	-11	.	22	-7	-10
CC(C)(C)c1ccc(-c2csc(NNC3=NCCCCC3)n2)cc1	56	16	-1.1	-7	-56	-9	-3	15	-16	7
COc1ccc2oc(/C=C/N(C)C)c(C(=O)c3ccc(Cl)cc3)c2c1	78*	-15	1.2	112*	-78	-8	-2	-2	5	3
CCCSc1nc2sc3c(c2c(=O)[nH]1)CC(C)(CC)OC3 (configuration not stated)	18	0	-0.8	-9	-18	-5	11	-4	-14	.
CN(CC(=O)NCc1ccccc1Cl)CC(=O)Nc1ccccc1Br	16	-10	0.6	.	-16	3	-3	-1	2	8
CC(C)Cc1nc2oc3c(=O)[nH]cnc3c2c2c1CCCC2	-5	-9	-4.3	-16	5	-6	-1	1	-12	-12
CCN(CC)C(=O)c1cccc(NC(=O)CCc2nc3sc4c(c3c(=O)[nH]2)CCCC4)c1	15	-12	-1.8	-5	-15	-6	-2	1	-10	3
Cc1noc(C)c1CSc1nc2ccccc2[nH]1	-3	4	.	5	3	0	-5	1	18	-9
O=C(O)Cc1ccc(-c2ccccc2-c2ccccc2)cc1	4	-1	-0.6	-21	-4	3	6	1	-2	8
CCc1nnc(NC(=O)C(C)N2C(=O)C3C4C=CC(C4)C3C2=O)s1 (configuration not stated)	11	-4	-0.1	12	-11	2	-3	0	3	1
O=C1CN(C(=O)COc2c(F)c(F)cc(F)c2F)c2ccccc2N1	-1	0	-3.3	-14	1	-4	-3	-2	-17	5
CCc1nnc(NC(=O)CCN2C(=O)/C(=C/c3cc(OC)c(OC)c(OC)c3)SC2=S)s1	.	1	-3.5	-8	.	-11	-4	-1	-8	1
O=C1CCc2cc(S(=O)(=O)N3CCCC3C(=O)N3CCN(c4ccccc4F)CC3)ccc2N1 (configuration not stated)	5	5	0.3	5	-5	3	0	.	9	7
CN(C(=O)CSc1nnc(NC2CCCCC2)s1)C1CCS(=O)(=O)C1 (configuration not stated)	-21	-4	-0.8	-1	21	2	0	-6	-7	2
Cc1sc2ncnc(SCC(=O)N3CCOCC3)c2c1C	-13	0	1.4	-4	13	-3	-3	-1	6	2
COCC1CCN(C(=O)C2CCC(=O)N(C3CCCC3)C2)CC1 (configuration not stated)	2	17	0.0	15	-2	-1	-4	-3	-6	-12
COc1cccc(N2C(=O)CC(N3CCN(CCN=CC4=C(O)CC(C)(C)CC4=O)CC3)C2=O)c1 (configuration not stated)	-19	-3	-0.2	8	19	11	-3	-3	-18	0
Cc1cc(N/N=C/c2cccc(Cl)c2)nc(-n2nc(C)cc2C)n1	.	.	1.3	-34	.	-13	-6	-1	4	4
COc1cccc(/C=N/NC(=O)CCCc2ccc(OC)c(C)c2)c1	-7	-3	-1.0	-5	7	-8	-2	-2	0	-1
Cc1cc(C)nc(NS(=O)(=O)c2ccc(N)cc2)n1	-20&-14	-3	0.0	13	20&14	-4	-2	.	4&-11	-2&-2
CCOc1ccc(C(=O)N2CCN(C(=O)c3ccco3)CC2)cc1OCC	5	-3	0.2	-12	-5	-1	3	0	8	-2
COc1cccc(C(=O)Nn2c(-c3cccs3)nc3ccccc3c2=O)c1OC	10	-8	-0.6	2	-10	5	-8	-3	-9	-1
COC(=O)c1cccc(NC(=O)Nc2ccc(Cl)cc2)c1	11	.	-0.9	-7	-11	-12	.	-1	-12	1
O=C(C[n+]1ccccc1)N/N=C/c1cccs1	-21	-1	-2.7	-5	21	3	-2	-3	-14	.
O=C(N1CCN(CCO)CC1)N1c2ccccc2C=Cc2ccccc21	2	14	-0.8	19	-2	5	-3	-1	-11	7
Cc1nc(NCc2ccccn2)c2c3c(sc2n1)CCCC3	28	3	-2.3	-51	-28	-1	-2	20	-5	4
Cn1cnc([N+](=O)[O-])c1Oc1cccc(O)c1	12	11	-0.1	19	-12	2	3	10	-4	7
COc1ccc(Nc2nc(Nc3ccc(OC)cc3OC)nc(N3CCN(C)CC3)n2)c(OC)c1	21	-6	-0.3	-23	-21	4	-4	11	-5	-5
Cc1cc(C)nc(S/C=C/C(=O)c2ccccc2)n1	-13	.	0.7	5	13	-12	16	-3	-14	13
O=c1ccc(-c2ccccc2)no1	2	.	0.1	7	-2	-4	-5	-1	-10	-6
CCOC(=O)C1CCN(S(=O)(=O)c2ccc(Cl)cc2OC)CC1	-4	-3	-0.1	4	4	-1	.	-2	-6	-8
Later entries:
SMILES	SR-BI DiI inh	MITF TRPM1 HTS	CAL PDZ FP-1	PfHsp90 set2	SR-BI DiI-HDL act	dFosB act	CAL PDZ FP-2	NSD2 HMT inh	PvdQ acylase	Rtt109 Vps75
COc1ccc(C)cc1S(=O)(=O)NC1CCCCCC1	6	14	-2.7	-24	-6	-11	-2	2	-10	-3
Cc1cc(C)n(CC(O)CN2c3ccccc3Sc3ccccc32)n1 (configuration not stated)	33	.	-2.3	.	-33	-6	-2	.	10	18
O=C(Cn1c(=O)[nH]c2ccsc2c1=O)NC1CCCCCC1	15	3	0.0	9	-15	5	2	.	-4	16
O=C(Nc1cccc(NC(=O)c2ccco2)c1)c1ccc([N+](=O)[O-])cc1	82*	0	-0.7	0	-82	20*	2	9	-7	6
CC(=O)N1CCOc2ccc(S(=O)(=O)N3CCC(C(=O)Nc4cc(C)cc(C)c4)CC3)cc21	-1	2	-2.7	-19	1	-9	-6	-3	-3	-17
CC(=O)N1N=C(c2cccc(NS(C)(=O)=O)c2)CC1c1ccc2c(c1)OCO2 (configuration not stated)	-15	.	8.0	8	15	-1	-8	3	-6	1

Quoted from the listing.
For SR-BI DiI-HDL act, `CC(=O)N1N=C(c2cccc(NS(C)(=O)=O)c2)CC1c1ccc2c(c1)OCO2` (configuration not stated) shows 15
For SR-BI DiI inh, `O=C(Nc1cccc(NC(=O)c2ccco2)c1)c1ccc([N+](=O)[O-])cc1` shows 82*
For SR-BI DiI inh, `O=C(Cn1c(=O)[nH]c2ccsc2c1=O)NC1CCCCCC1` shows 15
